PhoP GFP inhibition – Inhibition of PhoP regulon, Salmonella typhi GFP reporter cells, confirmation, 4 h (AID 1850). 310,000 compounds, 0.33% hits. Salmonella Typhi PhoP-promoter GFP reporter, fluorescence, 4 h; higher % means a stronger effect. inhibition, % at 50 µM; hits with a dose series show IC50 in µM; in the data active = a potency from the dose series; inconclusive = inhibition mostly from about 25% at the one dose, without a potency; inactive = the rest, 99 in 100 with inhibition below about 19%;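 note: 0% = induced wells with vehicle and 100% = uninduced wells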
M. tuberculosis – growth inhibition of non-replicating M. tuberculosis (AID 488890) | one-dose inhibition, % at 25 µM; IC50 in µM for titrated hits | Mycobacterium tuberculosis non-replicating, growth inhibition; higher % means a stronger effect | 320,000 compounds, 0.39% hits; in the data active = a potency from the dose series; inconclusive = inhibition mostly from about 82% at the one dose, without a potency; inactive = the rest, 99 in 100 with inhibition below about 76%;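 note: plate controls were DMSO cells for no effect and high antibiotic wells for full effect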
H37Rv inhibition – M. tuberculosis growth inhibition, HTS (AID 449762). M. tuberculosis H37Rv growth inhibition, 7H9 media; higher % means a stronger effect. inhibition, % at 25 µM, or IC50 in µM where a hit was titrated. 330,000 compounds, 0.59% hits; in the data active = a potency from the dose series; inconclusive = inhibition above about 70% without an active follow-up result;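 note: bacterial growth assessed after seven days of incubation; strong numbers were not always called active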
inhibitors of VEEV – inhibitors of VEEV TC-83 cytopathic effect, confirmation, Vero cells (AID 588727); Vero cells, VEEV TC-83 cytopathic effect inhibition; higher % means a stronger effect; inhibition, % at 20 µM; hits with a dose series show IC50 in µM; 350,000 compounds, 0.13% hits; in the data active = a potency from the dose series; inconclusive = inhibition mostly from about 14% at the one dose, without a potency; inactive = the rest, 99 in 100 with inhibition below about 12%; note: strong numbers were not always called active
influenza NS1A – H1N1 influenza NS1A inhibitors, functional cell based assay (AID 504329); inhibition, % at 12.5 µM, or IC50 in µM where a hit was titrated; NS1A functional cell-based assay, percent inhibition; higher % means a stronger effect; 340,000 compounds, 0.3% hits; in the data active = a potency from the dose series; inconclusive = inhibition above about 27% without an active follow-up result; note: strong numbers were not always called active
inhibitors of VEEV 10K pilot screen – further read-out of inhibitors of VEEV, marked with its call; inhibition, %; measured here: 10K pilot screen inhibition
Numbers without * were called inactive.

Screening N/C(CCN1CCOCC1)=N/O returned PhoP GFP inhibition -3%, M. tuberculosis -4%, H37Rv inhibition -15%, inhibitors of VEEV 1.3% and influenza NS1A -22%.
CC(C)C[C@H](N)c1nnc(SCc2ccc(Cl)cc2)o1 was read as PhoP GFP inhibition -28%, M. tuberculosis inconclusive, H37Rv inhibition 16%, inhibitors of VEEV 1.3% and influenza NS1A -15%.
Screening Cc1ccc(CNC(=O)COC(=O)c2cc(C)oc2C)cc1 returned M. tuberculosis 36%, H37Rv inhibition 5%, inhibitors of VEEV 1.8% and influenza NS1A -5%.
Screening Cc1cc(C(=O)NC(C)c2ccc3c(c2)OCO3)cs1 (configuration not stated) returned PhoP GFP inhibition -4%, inhibitors of VEEV 0.9% and influenza NS1A -4%.
Screening COc1cc(OC)cc(C(=O)Nc2cccc3c2CCCC3)c1 returned PhoP GFP inhibition -4%, M. tuberculosis -1%, H37Rv inhibition 0%, inhibitors of VEEV 0.1% and influenza NS1A 10%.
For CC(C)C(=O)NC(=S)Nc1ccccc1C(F)(F)F the results were PhoP GFP inhibition 4%, M. tuberculosis 44%, H37Rv inhibition 9%, inhibitors of VEEV inactive, influenza NS1A 0% and inhibitors of VEEV 10K pilot screen 0.0.
For CCCOc1ccc(/C=C/C(=O)Nc2ccc([N+](=O)[O-])cc2C)cc1 the results were PhoP GFP inhibition 0%, M. tuberculosis -3%, H37Rv inhibition -9%, inhibitors of VEEV inactive and influenza NS1A 5%.
`COc1cc(C(=O)NC2CCCCC2)ccc1OCc1ccc(Cl)cc1Cl` gave PhoP GFP inhibition -1%, M. tuberculosis 9%, H37Rv inhibition 1%, inhibitors of VEEV 0.5% and influenza NS1A 4%.
Screening CC(=O)C1=C(O)C(=O)N(c2nnn(C)n2)C1c1cccs1 (configuration not stated) returned PhoP GFP inhibition -3%, M. tuberculosis 13%, H37Rv inhibition -9%, inhibitors of VEEV 0.4% and influenza NS1A -1%.
Screening OCC1OC(O)CC(O)C1O (configuration not stated) returned inhibitors of VEEV 1.0% and influenza NS1A 5%.
Cc1ccc(S(=O)(=O)N2C[C@@H]3[C@H]4CC[C@H](C4)[C@@H]3[C@@H](C)[C@@H]2c2ccco2)cc1 was read as inhibitors of VEEV 0.4% and influenza NS1A 2%.
Screening C=CCN1c2ccc(Br)cc2C(=O)CS1(=O)=O returned M. tuberculosis 10%, H37Rv inhibition -1%, inhibitors of VEEV 2.4% and influenza NS1A -2%.
`CCCCCOc1ccc(C(=O)C(c2ccccc2)N2CCOCC2)cc1` (configuration not stated) gave PhoP GFP inhibition 2%, M. tuberculosis 39%, H37Rv inhibition 4%, inhibitors of VEEV 0.5% and influenza NS1A 10%.
`COC(=O)/C=C1\SC(=NC(=O)c2cccc([N+](=O)[O-])c2)NC1=O` gave PhoP GFP inhibition 10%, M. tuberculosis -5%, H37Rv inhibition -1%, inhibitors of VEEV 5.2% and influenza NS1A -1%.
CC(C)C(NC(=O)C1CCCCC1)C(=O)Nc1ccccn1 (configuration not stated) was read as PhoP GFP inhibition -3%, M. tuberculosis -17%, H37Rv inhibition 2%, inhibitors of VEEV inactive and influenza NS1A -1%.
Screening COc1ccc(C(C(=O)NC2CCCCC2)N(Cc2ccco2)C(=O)c2ccccn2)c(OC)c1 (configuration not stated) returned PhoP GFP inhibition 10%, M. tuberculosis 9%, H37Rv inhibition -5%, inhibitors of VEEV inactive and influenza NS1A 7%.
Cc1cccc(COc2ccc(/C=C3/C(=O)N(C)C(=S)N3C)cc2)c1 was read as PhoP GFP inhibition 1%, M. tuberculosis 65%, H37Rv inhibition 8%, inhibitors of VEEV inactive and influenza NS1A -16%.
Cc1ccc(S(=O)(=O)N2CCC(=O)N(CCOC(=O)NCc3ccccc3)CC2)cc1 was read as PhoP GFP inhibition 6% and H37Rv inhibition 8%.
Screening CCCN(CCC)S(=O)(=O)c1cccc(C(=O)Nc2ccc3c(c2)OCO3)c1 returned PhoP GFP inhibition -8%, M. tuberculosis 18%, H37Rv inhibition 0%, inhibitors of VEEV inactive and influenza NS1A 26%.
Screening COc1cc(-c2[nH]ncc2CN2CCN(Cc3cccs3)CC2)cc(OC)c1OC returned PhoP GFP inhibition -10%, M. tuberculosis -7%, H37Rv inhibition 0%, inhibitors of VEEV 7.1% and influenza NS1A -3%.
COc1ccccc1NC(=O)c1cc(-c2ccc(OC)c(OC)c2)nc2ccccc12 was read as inhibitors of VEEV 1.1% and influenza NS1A -8%.
For CC(=O)Nc1ccc(NS(=O)(=O)c2ccc3ccccc3c2)cc1 the results were PhoP GFP inhibition -13%, M. tuberculosis 11%, H37Rv inhibition 2%, inhibitors of VEEV 5.2% and influenza NS1A -4%.
Screening O=S(=O)(NCCO)c1cccc2cccnc12 returned PhoP GFP inhibition -10%, M. tuberculosis 2%, H37Rv inhibition 6%, inhibitors of VEEV inactive and influenza NS1A 0%.
O=c1[nH]ncn1-c1ccccc1C(F)(F)F was read as PhoP GFP inhibition -3%, M. tuberculosis -11%, H37Rv inhibition -4%, inhibitors of VEEV inactive and influenza NS1A 6%.
CCCOc1ccc(C(=O)Nc2ccc(CN3CCOCC3)cc2)cc1 was read as PhoP GFP inhibition -1%, M. tuberculosis 48%, H37Rv inhibition 5%, inhibitors of VEEV 0.3% and influenza NS1A -6%.
`Cc1ccc(C(=O)OCc2nnc(-c3ccccc3)o2)cc1S(=O)(=O)N1CCOCC1` gave PhoP GFP inhibition -1%, M. tuberculosis -2%, H37Rv inhibition -2%, inhibitors of VEEV 6.8% and influenza NS1A -10%.
CC1O[C@@H]2O[C@](O[C@H](C)CC[C@@H](C)O)(c3ccccc3)O[C@@H]2C[C@H]1O (some centres not stated) was read as PhoP GFP inhibition -10%, M. tuberculosis -10%, H37Rv inhibition 0%, inhibitors of VEEV inactive, influenza NS1A 3% and inhibitors of VEEV 10K pilot screen 0.6.
For O=C(Nc1ncc2c(n1)-c1ccccc1CC2)c1ccccc1 the results were PhoP GFP inhibition 0%, M. tuberculosis inconclusive, H37Rv inhibition -8%, inhibitors of VEEV 2.4% and influenza NS1A 0%.
`O=C(Cc1ccccc1)NCC(=O)Nc1cccc(Br)c1` gave PhoP GFP inhibition -11%, M. tuberculosis 17%, H37Rv inhibition -9%, inhibitors of VEEV 1.8% and influenza NS1A -10%.
Screening CCCc1nnc(NS(=O)(=O)c2ccccc2)s1 returned PhoP GFP inhibition -19%, M. tuberculosis 47%, H37Rv inhibition 8%, inhibitors of VEEV 1.5% and influenza NS1A 20%.
For CCOC(=O)c1cccc(C(=O)OCC)n1 the results were PhoP GFP inhibition 8%, M. tuberculosis -14%, H37Rv inhibition -6%, inhibitors of VEEV inactive and influenza NS1A 6%.
For CCc1nc(N)nc(N)c1-c1ccc(Cl)c([N+](=O)[O-])c1 the results were inhibitors of VEEV 6.6% and influenza NS1A 0%.
Screening CCOC(=O)c1c(O)c2cc(Cl)ccc2n(CC)c1=O returned PhoP GFP inhibition 10%, M. tuberculosis -4%, H37Rv inhibition -13% and inhibitors of VEEV 3.2%.
Screening COc1ccc(C2COc3cc(O)ccc3C2)c(OC)c1O (configuration not stated) returned PhoP GFP inhibition 13%, M. tuberculosis 4%, H37Rv inhibition -8%, inhibitors of VEEV 2.0% and influenza NS1A -3%.
`O=C(Nc1cccc([N+](=O)[O-])c1)c1ccc2nsnc2c1` gave PhoP GFP inhibition -9%, M. tuberculosis 2%, H37Rv inhibition -7%, inhibitors of VEEV 4.5% and influenza NS1A 15%.
`COc1cc(OC)c(NC(=O)c2sc3ncn(CC(=O)N4CCN(c5ccccn5)CC4)c(=O)c3c2C)cc1Cl` gave PhoP GFP inhibition -7%, M. tuberculosis 17%, H37Rv inhibition 7%, inhibitors of VEEV 3.3% and influenza NS1A -3%.
For COc1ccccc1/C=N/NC(=O)c1cc2c(OC)c(OC)ccc2[nH]1 the results were PhoP GFP inhibition 14%, M. tuberculosis 5%, H37Rv inhibition 3%, inhibitors of VEEV 6.1% and influenza NS1A 4%.
`CCOc1ccc(N(CC(=O)N2CCN(c3ccccc3OC)CC2)S(=O)(=O)c2ccc(C)cc2)cc1` gave inhibitors of VEEV 6.7% and influenza NS1A -1%.
Screening CC1(C)CC(=O)C2=C(C1)OC(N)=C(C#N)C2c1ccc[nH]1 (configuration not stated) returned PhoP GFP inhibition -7%, M. tuberculosis 19%, H37Rv inhibition 26%, inhibitors of VEEV 1.4% and influenza NS1A 3%.
O=C(COC(=O)c1ccc(Cl)nc1)Nc1ccc2c(c1)CCC2 was read as M. tuberculosis 72%, H37Rv inhibition 5%, inhibitors of VEEV 3.5% and influenza NS1A 4%.
Screening Cc1nc2sc3c(c2c(=O)n1/N=C/c1cccnc1)CCCC3 returned PhoP GFP inhibition 13%, M. tuberculosis 29%, H37Rv inhibition 3%, inhibitors of VEEV 1.9% and influenza NS1A -12%.
Cc1ccccc1NC(=S)NCC1CCC(CNC(=S)Nc2ccccc2C)CC1 (configuration not stated) was read as PhoP GFP inhibition 0%, M. tuberculosis 62%, H37Rv inhibition 8%, inhibitors of VEEV inactive and influenza NS1A -9%.
Screening COc1cccc(N2CCN(Cc3nc(N)nc(N4CCCc5ccccc54)n3)CC2)c1 returned PhoP GFP inhibition 2%, M. tuberculosis 43%, H37Rv inhibition 55%, inhibitors of VEEV 7.2% and influenza NS1A -3%.
`CS(=O)(=O)N1CCC(C(=O)NCc2ccccc2)CC1` gave PhoP GFP inhibition 7%, M. tuberculosis -6%, H37Rv inhibition 2%, inhibitors of VEEV inactive and influenza NS1A 7%.
C[C@H](NC(=O)[C@H](Cc1ccccc1)n1c(=O)[nH]c2ccccc2c1=O)C(=O)N1CCC(C(=O)O)CC1 was read as PhoP GFP inhibition 0%, M. tuberculosis -12%, H37Rv inhibition -7%, inhibitors of VEEV 0.9% and influenza NS1A -7%.

A draw from above in order of molecular weight, lowest first.
Screening CC1(C)CC(=O)C2=C(C1)OC(N)=C(C#N)C2c1ccc[nH]1 (configuration not stated) returned PhoP GFP inhibition -7%, M. tuberculosis 19%, H37Rv inhibition 26%, inhibitors of VEEV 1.4% and influenza NS1A 3%.
Screening COc1ccc(C2COc3cc(O)ccc3C2)c(OC)c1O (configuration not stated) returned PhoP GFP inhibition 13%, M. tuberculosis 4%, H37Rv inhibition -8%, inhibitors of VEEV 2.0% and influenza NS1A -3%.
O=C(COC(=O)c1ccc(Cl)nc1)Nc1ccc2c(c1)CCC2 was read as M. tuberculosis 72%, H37Rv inhibition 5%, inhibitors of VEEV 3.5% and influenza NS1A 4%.
For COc1ccccc1/C=N/NC(=O)c1cc2c(OC)c(OC)ccc2[nH]1 the results were PhoP GFP inhibition 14%, M. tuberculosis 5%, H37Rv inhibition 3%, inhibitors of VEEV 6.1% and influenza NS1A 4%.
Cc1ccccc1NC(=S)NCC1CCC(CNC(=S)Nc2ccccc2C)CC1 (configuration not stated) was read as PhoP GFP inhibition 0%, M. tuberculosis 62%, H37Rv inhibition 8%, inhibitors of VEEV inactive and influenza NS1A -9%.
`CCOc1ccc(N(CC(=O)N2CCN(c3ccccc3OC)CC2)S(=O)(=O)c2ccc(C)cc2)cc1` gave inhibitors of VEEV 6.7% and influenza NS1A -1%.
`COc1cc(OC)c(NC(=O)c2sc3ncn(CC(=O)N4CCN(c5ccccn5)CC4)c(=O)c3c2C)cc1Cl` gave PhoP GFP inhibition -7%, M. tuberculosis 17%, H37Rv inhibition 7%, inhibitors of VEEV 3.3% and influenza NS1A -3%.

Going on with the list:
Cc1ccc(-c2nnc(SCC(=O)NCC3CCCO3)nc2-c2ccc(C)cc2)cc1 (configuration not stated) was read as inhibitors of VEEV 7.1% and influenza NS1A 1%.
CC(C)(C)OC(=O)C[C@@H]1C/C=C\C[C@H](CC(=O)N(CCO)Cc2ccccc2)C(=O)N[C@@H](c2ccccc2)COC1=O was read as M. tuberculosis 59%, H37Rv inhibition 3%, inhibitors of VEEV 0.4%, influenza NS1A -8% and inhibitors of VEEV 10K pilot screen 5.3.
`CCN(CC(=O)Nc1ccc(OC)cc1)C(=O)c1ccc(N2C(=O)CCC2=O)cc1` gave M. tuberculosis 4%, H37Rv inhibition -9%, inhibitors of VEEV 1.6% and influenza NS1A -6%.
For COc1ccc(F)c(CN2CCC(N3CCC(C(=O)N4CCOCC4)CC3)CC2)c1 the results were PhoP GFP inhibition -3%, M. tuberculosis 30%, H37Rv inhibition 0%, inhibitors of VEEV 0.5% and influenza NS1A 0%.
`Cc1cccc(C2=NN(c3ccccc3)[C@@H](C(=O)N3CCOC3=O)[C@@H]2C)c1` gave inhibitors of VEEV 1.1% and influenza NS1A -27%.
